Compound activity: PubChem BioAssay, several laboratories
Fam108B inh = Fam108B inhibition, counter-screen for RBBP9 inhibitors; actives 0.33% (n = 300,000); inhibition, % at 9.51 µM; AID 1947; recombinant Fam108B, FP-Rh probe fluorescence polarization;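 active = inhibition above the screen mean inhibition plus 3 SD, computed separately per campaign, cut at about 18% in these data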;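 also: inhibitors lower polarization as less probe binds the enzyme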
Bcl-xL primary = Bcl-xL (human) inhibition | GST-Bcl-xL / FITC-Bim BH3 peptide fluorescence polarization | actives 0.7% (n = 320,000) | inhibition, % at 10.9 µM | Q07817;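 active = inhibition above the mean of all tested compounds plus 3 SD, cutoff set per campaign, cut at about 30% in these data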;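 also: 0% = DMSO wells and 100% = unlabeled Bim-BH3 peptide competitor; inhibitors lower millipolarization by displacing the labeled peptide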
ZTA counter = counter-screen for EBNA-1 inhibitors: inhibitors of Epstein-Barr virus ZTA. AID 2234. inhibition, % at 11 µM. actives 0.15% (n = 320,000). ZTA-DNA binding, fluorescence polarization; in the data active = inhibition above about 33%
Target sequence (P03206 whole entry, looked up): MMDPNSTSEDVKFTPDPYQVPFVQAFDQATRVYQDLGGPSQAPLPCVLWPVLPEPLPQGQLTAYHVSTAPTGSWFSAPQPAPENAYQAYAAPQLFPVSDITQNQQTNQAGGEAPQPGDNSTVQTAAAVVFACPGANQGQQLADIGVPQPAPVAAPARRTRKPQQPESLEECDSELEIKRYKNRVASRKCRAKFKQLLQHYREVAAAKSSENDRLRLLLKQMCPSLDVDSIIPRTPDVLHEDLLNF
MCL1 BIM primary = disrupts human MCL1 binding to BIM-BH3 peptide; GST-MCL1 / FITC-Bim-BH3 fluorescence polarization; inhibition, % at 10.9 µM; actives 0.68% (n = 320,000); AID 2057;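 active = inhibition above the mean inhibition of all tested compounds plus 3 SD, set per campaign, cut at about 40% in these data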;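 also: 0% = DMSO wells and 100% = unlabeled Bim-BH3 peptide control; higher means more loss of mP so more displacement of Bim peptide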
Target sequence (Q07820 whole entry, looked up): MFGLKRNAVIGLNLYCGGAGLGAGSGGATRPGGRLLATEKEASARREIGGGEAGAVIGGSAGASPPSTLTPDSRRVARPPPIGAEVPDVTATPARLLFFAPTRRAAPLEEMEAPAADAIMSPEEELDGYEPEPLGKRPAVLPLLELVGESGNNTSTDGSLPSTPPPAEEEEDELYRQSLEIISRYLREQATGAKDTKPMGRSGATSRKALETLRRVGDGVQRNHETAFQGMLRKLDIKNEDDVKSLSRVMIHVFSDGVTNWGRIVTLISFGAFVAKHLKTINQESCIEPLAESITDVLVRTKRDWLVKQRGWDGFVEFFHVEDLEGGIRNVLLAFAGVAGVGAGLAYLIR
EBNA-1 inh = blocks EBNA-1 binding to DNA; AID 1950; inhibition, % at 14.8 µM; EBNA-1 DNA binding, fluorescence polarization; actives 0.34% (n = 300,000); in the data active = inhibition above about 28%
Yeast superoxide = lowers age-related superoxide in aged yeast cells; actives 0.18% (n = 330,000); superoxide response (% of plate mean), % at 10 µM; S. cerevisiae aged cells, superoxide DHE fluorescence; active compounds read low;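 active = superoxide response under a set limit, about three screen SD below normal, cut at about 65% in these data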;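 also: yeast aged for seven days with compound at 30 °C before DHE staining; 100% = average MFI of all compound-treated wells on the plate with controls excluded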
MEX-5 binding = C. elegans MEX-5 TCR-2 RNA binding activity; MEX-5/FITC-TCR2 RNA binding, fluorescence polarization; active compounds read low; activity score (negative = inhibition of binding), % at 10 µM; actives 0.38% (n = 300,000);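 active = inhibition past about -25% in most replicates, and total fluorescence under double the plate's negative control median, limit read from the data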;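 also: 0% = DMSO and -100% = 5 µM competing unlabeled TCR2 RNA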
Target sequence (Q9XUB2 whole entry, looked up): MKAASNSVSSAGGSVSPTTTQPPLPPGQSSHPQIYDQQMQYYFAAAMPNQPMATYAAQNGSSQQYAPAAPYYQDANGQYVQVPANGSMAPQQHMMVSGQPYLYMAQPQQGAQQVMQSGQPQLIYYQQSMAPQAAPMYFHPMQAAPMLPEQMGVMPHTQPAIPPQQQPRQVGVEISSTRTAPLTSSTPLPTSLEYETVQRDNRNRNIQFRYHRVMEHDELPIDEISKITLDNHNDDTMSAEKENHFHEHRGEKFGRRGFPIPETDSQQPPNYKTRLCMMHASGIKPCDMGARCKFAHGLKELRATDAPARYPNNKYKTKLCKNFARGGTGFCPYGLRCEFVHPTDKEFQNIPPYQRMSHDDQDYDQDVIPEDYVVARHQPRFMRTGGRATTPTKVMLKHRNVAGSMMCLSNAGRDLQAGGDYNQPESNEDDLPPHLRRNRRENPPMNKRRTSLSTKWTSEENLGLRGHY
Efflux pump inh = inhibitors of Candida antifungal efflux pumps expressed in yeast. S. cerevisiae Candida pump triplex, Nile Red efflux. inhibition, % at 10 µM. actives 0.44% (n = 330,000);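 active = plate passing quality check with inhibition over a set limit, or well fluorescence over plate mean plus 4 SD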;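 also: Nile Red retained in pooled yeast measured as flow cytometry median fluorescence; 0% = buffer negative control and 100% = Enniatin B positive control; higher means more Nile Red kept so more efflux inhibition; some compounds called inactive have numbers as strong as hits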
GLD-1 RNA inh = GLD-1-TGE RNA interaction inhibition (C. elegans). Q17339. purified GLD-1 + fluorescein TGE RNA, fluorescence polarization. inhibition, % at 5.96 µM. actives 0.44% (n = 320,000);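 active = percent inhibition above a per-plate cutoff, the plate mean of test compounds plus 3 SD, cut at about 30% in these data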;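 also: 0% = DMSO wells with GLD-1 and probe and 100% = wells lacking GLD-1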
Numbers without * were called inactive; . = no result given.

item | Structure | Fam108B inh | Bcl-xL primary | ZTA counter | MCL1 BIM primary | EBNA-1 inh
1 | COc1ccc(CCN2C(=O)c3[nH]nc(-c4ccccc4O)c3C2c2ccccc2)cc1OC (configuration not stated) | -2 | -1 | 18 | -3 | 8
2 | CC1CN(C(=O)c2ccc(Cl)c(S(=O)(=O)NCc3ccco3)c2)CC(C)O1 (configuration not stated) | . | 5 | 1 | 3 | .
3 | O=C(OCC(=O)N1CCOCC1)c1cccc(S(=O)(=O)N2CCCc3ccccc32)c1 | 3 | 0 | 4 | -6 | 6
4 | CCC(=O)Nc1cccc(NC(=O)CN2CCN(c3ccccc3OC)CC2)c1 | -2 | 2 | -1 | -1 | -1
5 | COc1cccc(CN(C)C(=O)CCN(c2ccccc2)S(=O)(=O)c2ccc(C)cc2)c1OC | -2 | 0 | -4 | -2 | -1
6 | Cc1ccc(Cn2ncc3c(N4CCN(CCc5ccccc5)CC4)ncnc32)cc1 | 0 | 10 | -2 | 8 | -4
7 | COc1ccc2c(c1)CCc1c(C(=O)Nc3c(C)nn(Cc4ccccc4)c3C)noc1-2 | 1 | -1 | -9 | -5 | 11
8 | COc1ccc(CN2CCNC(=O)C2CC(=O)NCCCn2nnc3ccccc32)cc1C (configuration not stated) | 1 | 16 | 9 | 12 | 12
9 | CC(C)CC(=O)NC(Nc1ccc([N+](=O)[O-])cc1)C(Cl)(Cl)Cl (configuration not stated) | 1 | 5 | -11 | 2 | 5
10 | COc1ccc(NC(=O)COc2coc(CN3c4ccccc4CC3C)cc2=O)cc1 (configuration not stated) | 0 | 4 | -9 | -2 | 4
11 | COC(=O)c1ccc2c(=O)n(Cc3ccc(C(=O)NCCCN4CCC(C)CC4)cc3)c(=S)[nH]c2c1 | -8 | -1 | 7 | 0 | 5
12 | COCC(C)NCC(=O)NC(C)CCc1ccccc1 (configuration not stated) | -2 | 1 | -18 | -4 | -7
13 | O=S(=O)(Nc1ccc(-c2cn3ccsc3n2)cc1)c1ccc2c(c1)OCCO2 | 2 | 1 | -11 | -1 | 0
14 | O=C(NCc1cccc(Cl)c1)c1cccnc1 | -3 | -1 | -10 | 6 | -9
15 | O=C(C1=C[C@H](c2coc3ccccc3c2=O)C[C@H](OCc2ccc(CO)cc2)O1)N1CCN(Cc2ccc3c(c2)OCO3)CC1 | -1 | 1 | -14 | 3 | 10

item | Yeast superoxide | MEX-5 binding | Efflux pump inh | GLD-1 RNA inh
1 | 88 | 0.1 | -0.1 | -5
2 | 66 | . | -0.2 | -1
3 | 105 | -0.4 | -0.1 | -7
4 | 104 | -0.3 | 0.0 | -3
5 | 88 | -0.8 | -0.3 | -1
6 | 99 | 2.2 | 0.0 | -3
7 | 94 | -1.7 | -0.1 | 5
8 | 95 | . | 0.0 | 12
9 | 94 | -1.0 | -0.6 | 10
10 | 89 | -1.1 | -0.1 | -3
11 | 84 | 2.6 | 0.0 | -1
12 | 109 | -1.4 | 0.3 | -3
13 | 94 | 1.4 | -0.1 | 3
14 | 112 | 2.7 | 0.2 | 7
15 | 101 | 0.2 | -0.1 | 4

(listing goes on)
item | Structure | Fam108B inh | Bcl-xL primary | ZTA counter | MCL1 BIM primary | EBNA-1 inh
16 | CCc1nnc(NC(=O)CCC(=O)N2CCN(S(=O)(=O)c3cc(Cl)ccc3OC)CC2)s1 | 7 | 4 | -10 | 7 | 9
17 | O=C(CCCN1CCOC(c2ccccc2)C1)c1ccc(F)cc1 (configuration not stated) | 5 | 4 | -20 | 3 | -3
18 | Cc1cc(C)c(C(=O)OCC(=O)Nc2cccc(S(=O)(=O)N3CCCCC3)c2)c(C)c1 | -31 | -4 | 4 | -4 | 3
19 | CCCS(=O)(=O)N1CCN(Cc2c[nH]c3ccccc23)CC1 | -5 | 3 | -1 | 8 | 3
20 | COc1ccc2cc(CN(C(=O)Nc3ccccc3)C3CCCC3)c(=O)[nH]c2c1 | -3 | 3 | 6 | 2 | -8
21 | CCCCON1C(=O)c2cccc3cccc(c23)C1=O | 1 | 4 | 9 | 7 | 8
22 | Cc1c(/C=N\NC(=O)C2COc3ccc(C(C)(C)C)cc3O2)c2ccccc2n1C (configuration not stated) | 14 | 2 | 7 | -2 | -2
23 | CCOC(=O)c1cc(CC)sc1NC(=O)c1ccc2c(c1)OCCO2 | -10 | -4 | 10 | -4 | 7
24 | S=C(Nc1ccccn1)c1ccccn1 | -1 | 9 | -20 | 12 | -7
25 | OC(c1ccccc1)(c1ccc(F)cc1)C(c1ccccc1)N1CCOCC1 (configuration not stated) | 1 | 4 | 3 | 0 | -12
26 | O=C1N(Cc2ccc(F)cc2Cl)c2ccccc2C12OCCCO2 | 2 | 0 | 3 | 1 | 4
27 | CCCCCC1CC(CC(=O)Nc2ccc([N+](=O)[O-])cc2)C(=O)O1 (configuration not stated) | -6 | 5 | -3 | 11 | 4
28 | Cc1ccc(/C(=N\S(=O)(=O)c2ccc(Br)cc2)Nc2ccccc2C)cc1 | 3 | 1 | 1 | 5 | 2
29 | Cc1cc(C(=O)CN2C(=O)NC(C)(c3cccc(Br)c3)C2=O)c(C)n1Cc1ccco1 (configuration not stated) | -3 | 5 | 8 | -2 | 1
30 | CCOc1[nH]c(/N=C/c2ccco2)c(C#N)c1C#N | 1 | 26 | -12 | 27 | -1

item | Yeast superoxide | MEX-5 binding | Efflux pump inh | GLD-1 RNA inh
16 | 102 | -3.3 | -0.2 | -2
17 | 117 | 2.8 | 0.1 | 0
18 | 98 | -3.2 | 0.3 | 4
19 | 102 | 2.6 | 0.1 | 2
20 | 96 | 3.0 | 0.1 | -1
21 | 101 | -2.0 | 0.1 | 5
22 | 114 | 3.2 | 0.0 | 7
23 | 105 | -1.9 | 0.2 | -1
24 | 105 | -1.7 | -0.1 | -4
25 | 96 | 1.8 | 0.0 | 2
26 | 88 | -0.5 | 0.0 | 4
27 | 126 | 0.2 | -0.2 | 5
28 | 116 | 2.8 | -0.1 | -9
29 | 101 | 0.7 | -0.3 | 8
30 | 113 | . | 0.0 | 23

Rewritten in transposed form: part of the list above
[23] CCOC(=O)c1cc(CC)sc1NC(=O)c1ccc2c(c1)OCCO2
[24] S=C(Nc1ccccn1)c1ccccn1
[25] OC(c1ccccc1)(c1ccc(F)cc1)C(c1ccccc1)N1CCOCC1 (configuration not stated)
[26] O=C1N(Cc2ccc(F)cc2Cl)c2ccccc2C12OCCCO2
[27] CCCCCC1CC(CC(=O)Nc2ccc([N+](=O)[O-])cc2)C(=O)O1 (configuration not stated)
[28] Cc1ccc(/C(=N\S(=O)(=O)c2ccc(Br)cc2)Nc2ccccc2C)cc1
[29] Cc1cc(C(=O)CN2C(=O)NC(C)(c3cccc(Br)c3)C2=O)c(C)n1Cc1ccco1 (configuration not stated)
[30] CCOc1[nH]c(/N=C/c2ccco2)c(C#N)c1C#N
Assay by compound	23	24	25	26	27	28	29	30
Fam108B inh	-10	-1	1	2	-6	3	-3	1
Bcl-xL primary	-4	9	4	0	5	1	5	26
ZTA counter	10	-20	3	3	-3	1	8	-12
MCL1 BIM primary	-4	12	0	1	11	5	-2	27
EBNA-1 inh	7	-7	-12	4	4	2	1	-1
Yeast superoxide	105	105	96	88	126	116	101	113
MEX-5 binding	-1.9	-1.7	1.8	-0.5	0.2	2.8	0.7	.
Efflux pump inh	0.2	-0.1	0.0	0.0	-0.2	-0.1	-0.3	0.0
GLD-1 RNA inh	-1	-4	2	4	5	-9	8	23

Later entries:
item | Structure | Fam108B inh | Bcl-xL primary | ZTA counter | MCL1 BIM primary | EBNA-1 inh
31 | COc1ccc(C)cc1NC(=O)c1ccc(NS(=O)(=O)c2c(C)noc2C)cc1 | -4 | 6 | -9 | -8 | -11
32 | NC(=O)NC(CC(=O)OCC(=O)NC(=O)NCc1ccco1)c1ccc(Cl)cc1 (configuration not stated) | 0 | 1 | -11 | -3 | 3
33 | CC12CCC(C(=O)N(c3ccccc3Cl)C1=O)C2(C)C (configuration not stated) | 0 | 3 | -2 | 5 | 2
34 | Cc1cccc(C2NS(=O)(=O)N=C2N)c1 (configuration not stated) | -10 | -9 | 29 | -22 | -20
35 | Cc1cccc(NC(=O)Cn2c(/C=C/c3ccccc3)nc3ccccc32)c1 | 5 | 5 | 5 | 1 | -1
36 | Cc1ccc(SC(c2ccc(C)cc2)C(Cn2cncn2)C(=O)c2ccccc2)cc1 (configuration not stated) | -6 | 0 | -8 | 6 | -5
37 | COC(=O)CSc1cc(C(F)(F)F)nc(-c2ccccn2)n1 | 3 | 2 | 11 | 8 | 4
38 | O=S(Cc1ccc(Br)cc1)Cc1nnc(SCc2ccc(Cl)cc2)n1-c1ccccc1 (configuration not stated) | 2 | 7 | 1 | 2 | 3
39 | CCc1cc(=O)oc2cc(OCC(=O)NCCCn3ccnc3)ccc12 | 1 | 7 | 19 | 8 | -3
40 | O=C(NNc1nc2cc3c(cc2s1)OCCO3)c1ccc(F)cc1 | 3 | -26 | 0 | -34 | -5
41 | Cc1cc(OCCOCCN(C)CCO)cc(C)c1Cl | -2 | 4 | 7 | 4 | 13
42 | c1ccc(-n2nc3c(ccc4cnnc43)[nH]2)cc1 | -6 | 8 | -15 | 14 | -5
43 | Cc1cc(C)nc(Nc2nc(C)c3cc4c(cc3n2)OCO4)n1 | 1 | -3 | -23 | -5 | 9
44 | CS(=O)(=O)N1CCC(C(=O)Nc2ccc(F)cc2)CC1 | -2 | 4 | 4 | 14 | -6
45 | CCN(CCCNC(=O)Cn1cc2c(n1)CCCC2)c1cccc(C)c1 | -1 | -4 | 7 | -2 | 1

item | Yeast superoxide | MEX-5 binding | Efflux pump inh | GLD-1 RNA inh
31 | 109 | -1.6 | 0.0 | -4
32 | 94 | 1.0 | 0.2 | 3
33 | 106 | -1.8 | 0.0 | 1
34 | 127 | 1.2 | -0.1 | -10
35 | 95 | 3.5 | -0.2 | 4
36 | 103 | 0.1 | -0.2 | 1
37 | 90 | -0.6 | -0.2 | -9
38 | 102 | 0.2 | 0.1 | 12
39 | 132 | 2.2 | -0.2 | 7
40 | 94 | 0.5 | 0.1 | 9
41 | 95 | -1.3 | 0.0 | 2
42 | 101 | -0.8 | 0.1 | 1
43 | 79 | 2.0 | -0.1 | -3
44 | 105 | 1.1 | -0.1 | 8
45 | 99 | -1.7 | -0.2 | 4

Next structures
item | Structure | Fam108B inh | Bcl-xL primary | ZTA counter | MCL1 BIM primary | EBNA-1 inh
46 | COc1ccccc1-c1oc2ccccc2c1C#CC1(N)CCCCC1 | . | 1 | 1 | 0 | .
47 | O=C(O)C1=C(C(=O)N2CCN(C(=O)c3ccco3)CC2)CCCC1 | 2 | 2 | 16 | 1 | 8
48 | COc1ccc(NC(=O)c2ccco2)cc1NC(=O)c1cc2ccccc2o1 | -3 | -1 | 0 | -2 | -6
49 | CCOc1ccccc1C1NC(=O)NC(C)=C1C(=O)OC1CCCC1C (configuration not stated) | 4 | 6 | -10 | 8 | 3
50 | COc1ccc(NS(=O)(=O)c2cn(C)cn2)c(OC)c1 | 2 | 2 | -10 | -2 | -5

item | Yeast superoxide | MEX-5 binding | Efflux pump inh | GLD-1 RNA inh
46 | 115 | . | -0.2 | 3
47 | 95 | -1.4 | -0.1 | 7
48 | 101 | -2.2 | 0.1 | 4
49 | 102 | 3.5 | -0.1 | 2
50 | 106 | -1.2 | -0.1 | -1
